# Screening data from PubChem BioAssay.
# GSTO1 counter = inhibitors of recombinant GSTO1, primary screen, counter-screen for RBBP9 inhibitor project, biochemical, fluorescence polarization; activity-based probe fluorescence polarization; AID 1974, 2009; Glutathione S-transferase omega-1 (Homo sapiens), P78417; inhibition, % at 5.96 µM; hit rate 1.1% among 300,000;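 active means inhibition above the campaign mean inhibition plus 3 SD, cut at about 35% in these data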;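 further: 0% = GSTO1-1 with DMSO and 100% = wells lacking GSTO1-1 enzyme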
# LYPLA2 inh = LYPLA2 inhibitors, primary screen, counter-screen for PME1 inhibitor project, biochemical, fluorescence polarization, FP-Rh probe ABPP | Acyl-protein thioesterase 2 (Homo sapiens), O95372 | recombinant LYPLA2 | hit rate 0.38% among 320,000 | inhibition, % at 5.9 µM;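 active means inhibition above the screen-wide mean plus 3 SD, limit set per campaign, cut at about 26% in these data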;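 further: 0% = LYPLA2 with DMSO and 100% = wells lacking LYPLA2 enzyme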
# pPAFAH inh = pPAFAH enzyme inhibitors, primary screen, biochemical, fluorescence polarization, human; Platelet-activating factor acetylhydrolase (Homo sapiens), Q13093; recombinant pPAFAH, FP-rhodamine probe fluorescence polarization; inhibition, % at 3.39 µM; hit rate 1.5% among 330,000;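 active means inhibition above the mean inhibition across the screen plus 3 SD, cut at about 25% in these data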;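 further: inhibitors block binding of the rhodamine activity-based probe so polarization drops; 0% = enzyme with DMSO and 100% = wells lacking pPAFAH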
# Target sequence (Q13093 whole entry, looked up): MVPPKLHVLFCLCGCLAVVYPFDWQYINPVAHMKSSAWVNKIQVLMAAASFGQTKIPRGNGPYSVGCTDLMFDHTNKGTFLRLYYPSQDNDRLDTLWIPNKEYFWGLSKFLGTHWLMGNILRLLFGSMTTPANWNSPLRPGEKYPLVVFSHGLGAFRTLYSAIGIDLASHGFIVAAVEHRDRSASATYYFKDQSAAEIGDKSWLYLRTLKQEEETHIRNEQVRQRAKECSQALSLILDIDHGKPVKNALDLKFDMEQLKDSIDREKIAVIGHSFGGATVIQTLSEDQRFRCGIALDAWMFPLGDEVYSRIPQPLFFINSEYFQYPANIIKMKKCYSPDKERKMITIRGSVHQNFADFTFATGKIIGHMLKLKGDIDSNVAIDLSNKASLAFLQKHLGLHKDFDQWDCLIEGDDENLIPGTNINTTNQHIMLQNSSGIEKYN
# PAFAH2 inh = PAFAH2 enzyme inhibitors, primary screen, biochemical, fluorescence polarization, human | recombinant PAFAH2, FP-rhodamine activity probe | Platelet-activating factor acetylhydrolase 2, cytoplasmic (Homo sapiens), Q99487 | hit rate 0.99% among 340,000 | inhibition, % at 3.39 µM;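 active means inhibition above the mean over all tested compounds plus 3 SD, cut at about 30% in these data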;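 further: inhibitors block probe labeling of enzyme so polarization drops; 0% = enzyme with DMSO and 100% = wells lacking PAFAH2 protein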
# PAFAH1B2 inh = PAFAH1B2 enzyme inhibitors, primary screen, biochemical, fluorescence polarization, human. Platelet-activating factor acetylhydrolase IB subunit alpha2 (Homo sapiens), P68402. recombinant PAFAH1B2, FP-rhodamine activity probe. inhibition, % at 3.39 µM. hit rate 1.2% among 340,000. AID 492953, 2010;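 active means inhibition above the mean of all tested compounds plus 3 SD, cut at about 24% in these data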;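 further: 0% = enzyme with DMSO and 100% = wells lacking PAFAH1B2; many of its hits are not listed in these tables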
# PAFAH1B3 inh = PAFAH1B3 enzyme inhibitors, primary screen, biochemical, fluorescence polarization, human | Platelet-activating factor acetylhydrolase IB subunit alpha1 (Homo sapiens), Q15102 | inhibition, % at 3.39 µM | recombinant PAFAH1B3, FP-rhodamine probe | hit rate 0.28% among 340,000;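 active means inhibition above the screen-wide average of all tested compounds plus 3 SD, cut at about 25% in these data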;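 further: 0% = enzyme with DMSO only and 100% = wells lacking PAFAH1B3 protein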
# PME-1 primary = PME-1 inhibitors via competitive probe labeling, primary screen, biochemical, fluorescence polarization, FP-Rh probe, HTS; inhibition, % at 5.9 µM; Protein phosphatase methylesterase 1 (Homo sapiens), Q9Y570; hit rate 0.53% among 320,000; AID 2130, 2009; recombinant PME-1;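 active means inhibition above the campaign mean of all compounds plus 3 SD, cut at about 26% in these data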;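 further: competitive labeling of PME-1 active site by serine hydrolase directed probe; 0% = PME-1 with DMSO and 100% = wells lacking PME-1 enzyme; inhibitors block probe labeling so polarization falls and inhibition rises; many of its hits are not listed in these tables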
# PAD4 inh = human PAD4 inhibitors, primary screen, biochemical, fluorescence polarization, 1536-well format. AID 485272, 2010. inhibition, % at 6.36 µM. Protein-arginine deiminase type-4 (Homo sapiens), Q9UM07. recombinant PAD4, RCA probe fluorescence polarization. hit rate 0.41% among 330,000;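 active means percent inhibition above a cutoff equal to the mean of all tested compounds plus 3 SD, cut at about 15% in these data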;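 further: 0% = PAD4 with RCA probe and DMSO and 100% = probe without PAD4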
# Target sequence (Q9UM07 whole entry, looked up): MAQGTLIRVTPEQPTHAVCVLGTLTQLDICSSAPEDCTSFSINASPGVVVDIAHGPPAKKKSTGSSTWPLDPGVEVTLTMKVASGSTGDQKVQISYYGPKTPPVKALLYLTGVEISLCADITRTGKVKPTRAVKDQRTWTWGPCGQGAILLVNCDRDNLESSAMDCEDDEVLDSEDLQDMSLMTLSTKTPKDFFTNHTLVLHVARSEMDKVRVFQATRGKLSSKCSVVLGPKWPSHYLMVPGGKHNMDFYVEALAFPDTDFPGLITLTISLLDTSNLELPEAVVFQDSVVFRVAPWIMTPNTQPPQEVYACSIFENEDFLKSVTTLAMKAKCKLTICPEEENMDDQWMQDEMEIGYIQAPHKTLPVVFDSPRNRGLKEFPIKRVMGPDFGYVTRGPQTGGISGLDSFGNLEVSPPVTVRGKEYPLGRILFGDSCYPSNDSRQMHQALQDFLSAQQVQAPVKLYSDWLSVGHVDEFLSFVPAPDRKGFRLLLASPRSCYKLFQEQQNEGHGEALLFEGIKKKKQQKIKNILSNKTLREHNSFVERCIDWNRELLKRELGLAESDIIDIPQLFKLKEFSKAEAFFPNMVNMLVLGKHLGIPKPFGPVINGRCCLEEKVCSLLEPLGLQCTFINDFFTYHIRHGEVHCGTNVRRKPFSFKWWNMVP
# LYPLA1 counter = LYPLA1 inhibitors, primary screen, counter-screen for PME1 inhibitor project, biochemical, fluorescence polarization, FP-Rh probe ABPP. AID 2174, 2009. recombinant LYPLA1. inhibition, % at 5.9 µM. Acyl-protein thioesterase 1 (Homo sapiens), O75608. hit rate 0.16% among 320,000;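 active means inhibition above the mean of all tested compounds plus 3 SD, set per campaign, cut at about 14% in these data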;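 further: inhibitors block serine hydrolase probe labeling of LYPLA1 so polarization falls; 0% = enzyme with DMSO and 100% = wells lacking LYPLA1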
# Active calls of the source: *; nt = no result given.
SMILES,GSTO1 counter,LYPLA2 inh,pPAFAH inh,PAFAH2 inh,PAFAH1B2 inh,PAFAH1B3 inh,PME-1 primary,PAD4 inh,LYPLA1 counter
CC1=C(C(=O)O)N2C(=O)C(NC(=O)c3ccc(F)cc3)C2SC1 (stereo not given),nt,3,6,3,1,9,-4,1,0
CC1(C(=O)NC2CCCCCCC2)CCC(=O)N1CCN1CCOCC1 (stereo not given),3,6,-1,3,0,-1,3,-2,0
COc1cc(C(C)=O)ccc1COc1ccc(C(=O)OC(C)C(=O)NC(N)=O)cc1OC (stereo not given),0,3,3,-4,5,5,1,-1,-1
CCN(CC(=O)NCc1cccs1)S(=O)(=O)c1ccc(F)c(F)c1F,5,4,6,4,-2,10,2,-6,4
O=C(COc1ccccc1)N1CCN=C1SCc1ccccc1F,8,0,2,9,7,6,-1,-1,0
O=C(CSc1cc(Cl)ccc1Cl)NC1CC1,nt,1,1,0,8,-1,-1,1,0
Cc1ccc2c(C(=O)CN3CCCCC3)c(C)[nH]c2c1,-5,-5,-1,1,1,6,1,3,-2
c1csc(-c2cn3c(n2)SCC3)c1,-2,3,4,1,3,7,-5,-2,2
CCOC(=O)Cn1nc(C)c([N+](=O)[O-])c1C,-11,-4,3,-2,-2,9,1,-5,2
CC(C)Cc1nc(N2CCN(C(=O)c3ccccc3)CC2)c(C#N)c2c1CCC2,-13,2,11,2,0,1,14,-5,1
CCOC(=O)C1CCN(C(=O)c2cccc(S(=O)(=O)NCc3ccccc3)c2)CC1,nt,10,-3,3,8,0,0,-1,3
COCCN1C(=O)C(=O)/C(=C(/O)c2ccc(S(=O)(=O)N3CCCCC3)cc2)C1c1ccc(OC)cc1 (stereo not given),-2,-2,-4,2,1,1,-2,-5,2
CC1SC(c2ccc(F)cc2)N(CCc2ccccc2)C1=O (stereo not given),6,-4,-6,9,16,6,-1,2,1
Cc1c(C(=O)NC(C)c2ccncc2)oc2ccccc12 (stereo not given),-6,8,4,9,0,3,2,0,0
Cc1ccccc1Nc1c(N)c(=O)oc2ccccc12,6,-4,-1,-7,3,6,4,2,-2
CCc1nc2ccccc2c(C(=O)OCC(=O)NC2CCCC2)c1C,nt,nt,1,-1,3,4,nt,-5,nt
OCCC1CN(Cc2ccccc2OC2CCCC2)CCN1Cc1ccsc1 (stereo not given),4,7,2,-2,0,-13,10,-2,1
Cc1c(C)n(CCC(=O)O)c2ccccc12,-3,0,7,-1,6,1,3,-5,1
COC(=O)COc1ccc(Cl)cc1C1Nc2ccccc2C(=O)N1c1ccc(OC)cc1 (stereo not given),-43,-6,2,7,10,11,-1,3,-5
CC1(C)C(=O)Nc2ccccc2N1C(=O)CN1C(=O)c2ccccc2C1=O,-8,1,8,2,2,6,8,-9,-4
O=C(Nc1cccc(S(=O)(=O)N2CCOCC2)c1)c1cn(-c2ccccc2)nc1-c1ccccc1,-39,-77,-32,-70,-29,-72,-70,-7,-49
Cc1onc(-c2c(Cl)cccc2Cl)c1NC(=O)NNc1c(Cl)cncc1Cl,-2,-2,-3,3,2,-1,5,1,-1
CCCN1Cc2cccc(C(=O)NCCCOC(C)C)c2C1=O,0,-1,6,2,-3,-4,1,0,-5
CC(C)NC(=O)[C@H]1N2C(=O)c3ccccc3C2SC1(C)C (stereo not given in full),4,-6,6,3,6,4,-3,-2,0
COc1ccc(N2C(=O)c3ccccc3NC2c2ccc(OC)c(CN3CCOCC3)c2)cc1 (stereo not given),0,8,-1,-8,-1,2,-4,0,-1
CC(C)(C)/C(O)=C(/C#N)c1nc2ccccc2[nH]1,5,1,0,6,2,4,10,-4,-3
COc1ccc(OC)c(/C=C/C(=O)N2C(=O)c3cccc(N)c3C2=O)c1,0,-3,0,2,2,3,-2,1,-2
Cc1ccc(C)c(NC(=S)N(Cc2cccc(Br)c2)CC2CCC(C(=O)O)CC2)c1 (stereo not given),1,0,0,2,10,3,-1,-6,2
O=C1CC(c2ccc(Cl)cc2)SC(N(c2ccccc2)c2ccccc2)=N1 (stereo not given),-1,-5,4,-5,13,4,8,-3,-3
O=C(NCCCn1ccnc1)/C(=C\c1ccccc1Cl)NC(=O)c1ccccc1,2,1,-4,-2,-1,-7,-3,-4,0
CCn1c(=S)sc2nc(C)sc21,-2,1,0,3,3,3,2,1,1
O=C(Nc1ccccc1)/C(=C1\CCCN1)[N+](=O)[O-],-7,2,1,3,4,7,0,1,0
Cc1ccc(C(=O)O)c(C(=O)Nc2nc(C)cs2)c1,5,-1,10,1,2,4,-1,-6,1
Cc1nnc(NC(=O)c2cccc(F)c2)s1,15,5,1,-4,2,13,1,-1,0
OC(COCc1cccs1)CN1CCN(c2ccccc2Cl)CC1 (stereo not given),0,0,2,-1,6,10,1,5,5
O=S(=O)(c1ccc(Cl)cc1)n1ccc2cccnc21,0,2,5,-6,11,4,3,-3,3
CCOc1c2ccoc2nc2c(OC)c(OC)ccc12,-7,4,5,-6,-1,-2,3,-2,4
CCOc1ccc(NC(=O)COC(=O)c2ccc3c(c2)C(=O)N(CCc2ccccc2)C3=O)cc1,-4,3,15,4,1,7,3,0,-3
C[C@H](CO)N1C[C@H](C)[C@@H](CN(C)S(=O)(=O)c2cccs2)Oc2c(NC(=O)C3CC3)cccc2C1=O,nt,nt,4,2,6,16,nt,4,nt
O=c1[nH]c(=S)[nH]c2scc(-c3ccc(Br)cc3)c12,22,-3,6,8,13,8,-4,3,0
CC(=O)Nc1ccc(NC(=O)C(C)OC(=O)c2cc(S(=O)(=O)N(C)C)ccc2N2CCCC2)cc1 (stereo not given),9,-8,-7,4,2,7,-7,0,-1
Cc1ccc(-n2ccn(CC(=O)NCCc3ccccc3)c(=O)c2=O)cc1C,-3,-2,1,-3,4,6,3,0,-5
CC(=O)N1CCN(S(=O)(=O)c2cccc(C(=O)Nc3ccccc3N3CCOCC3)c2)CC1,5,0,4,3,5,3,0,8,5
Cc1cc(Cl)c(S(=O)(=O)N2CCSCC2)cc1OCC(=O)NC1CCCCC1,-8,-4,0,5,5,11,11,-2,0
O=C(NCC(c1ccco1)N1CCCCC1)c1cccnc1 (stereo not given),nt,5,1,-1,3,8,2,-4,1
O=c1c(=Nc2ccccc2O)c(=O)c2ccccc12,68*,-3,1,7,10,50*,-1,-17,-1
Cc1cc(-c2ccccc2)[nH]c(=O)c1S(=O)(=O)c1ccccc1,2,-3,0,14,0,-3,2,-2,0
O=C(Nc1ccc(Cl)cn1)c1ccc2ccccc2n1,7,4,7,2,-7,6,-6,-1,-3
CCOC(=O)C1/C(=N\O)CC(C)(O)C(C(=O)OCC)C1c1ccc(OC)c(OC)c1 (stereo not given),4,1,7,-4,5,-1,2,5,5
COc1ccc(OC(C)c2ccc(C#N)c(=O)[nH]2)cc1 (stereo not given),0,1,-1,-8,3,5,0,-1,2
CC(C)OC(=O)c1cccnc1SCC(=O)N(C)c1ccccc1,1,0,4,-1,-6,1,-3,1,0
O=C(NCC(O)c1ccc([N+](=O)[O-])cc1)Nc1ccccc1 (stereo not given),1,-4,-5,-6,3,4,-5,-2,-2
Cc1ccc2c(c1)N(C)/C(=C/c1cccc[n+]1CCO)S2,1,1,0,-3,1,3,1,4,-3
CCc1ccc(-c2cc(C)no2)cc1S(=O)(=O)Nc1ccc(Cl)cn1,-3,5,2,11,5,5,1,-2,-1
CCCCN(C)C(=O)c1nc2ccccn2c1CN1CCN(c2ncccn2)CC1,-6,-1,1,-6,5,-2,1,-2,-2
CCSc1nnc(NC(=O)C2C3C=CC(C3)C2C(=O)O)s1 (stereo not given),-4,0,1,4,3,1,0,-2,-3
Nc1ccccc1-c1nnn(CC(=O)Nc2ccc3c(c2)OCCO3)n1,-2,10,5,-4,3,2,6,0,1
Cc1nn(-c2nnc(C)c(=O)[nH]2)c(C)c1SCC(=O)Nc1ccc(F)cc1,-4,-3,3,-2,5,10,0,-1,3
CC1CCc2sc(C(=O)NCC(c3ccco3)N3CCCCC3)cc2C1 (stereo not given),nt,0,1,8,-1,0,-2,-2,0
COc1ccc(NC(=S)NCCCCCC(=O)C[N+](=O)[O-])cc1,-2,-5,-5,1,3,-2,-10,-2,-3
# Carrying on.
SMILES,GSTO1 counter,LYPLA2 inh,pPAFAH inh,PAFAH2 inh,PAFAH1B2 inh,PAFAH1B3 inh,PME-1 primary,PAD4 inh,LYPLA1 counter
COc1ccc(CNC(=O)CCSc2nc(-c3ccc4c(c3)OCO4)cc(C(F)(F)F)n2)cc1,-3,-3,1,-10,-1,-2,-1,-4,1
O=C(CSc1nnc(-c2ccc(Cl)cc2)n1-c1ccccc1)N/N=C/c1ccccc1C(=O)O,-3,1,-3,-3,19,-6,-3,-2,0
COc1ccc(C(=O)OCC(=O)Nc2cc(C)on2)c(OC)c1OC,-4,5,3,68*,2,2,3,-5,1
CSc1nnc(-c2ccccc2N=Cc2c(C)[nH]n(-c3ccccc3)c2=O)c(=O)[nH]1,15,1,3,8,-1,5,6,-8,-2
O=C(CSc1nnc(NC(=O)C2CCC2)s1)Nc1ccc(N2CCOCC2)cc1,0,-5,2,-2,4,4,-2,-5,3
Cc1ccc(-c2c(C(=O)N/N=C/c3ccoc3)nnn2-c2nonc2N)cc1,3,5,2,1,1,-3,-3,-3,-2
COc1ccc(-c2cc(=O)oc3cc(OCC(=O)N[C@@H](Cc4c[nH]c5ccccc45)C(=O)O)ccc23)cc1,6,9,5,9,4,16,0,-2,1
O=C1CC(c2cccc([N+](=O)[O-])c2)c2cc3c(cc2N1)CCC3 (stereo not given),5,5,13,3,7,6,1,1,-3
O=C1CSC(=Nc2cccc([N+](=O)[O-])c2)N1,0,5,1,0,6,0,3,-3,4
COc1cccc(C(O)CC(N)=O)c1 (stereo not given),-2,2,-1,-3,-3,1,-4,-2,2
Cc1nc[nH]c(=O)c1Br,0,0,-4,-9,-4,5,2,-3,2
CCN1CCCC1CNC(=O)C(=O)Nc1ccc(OC)cc1 (stereo not given),11,-3,0,11,2,3,0,4,0

# Fetched one by one from the list above (3):
SMILES,GSTO1 counter,LYPLA2 inh,pPAFAH inh,PAFAH2 inh,PAFAH1B2 inh,PAFAH1B3 inh,PME-1 primary,PAD4 inh,LYPLA1 counter
COc1ccc(CNC(=O)CCSc2nc(-c3ccc4c(c3)OCO4)cc(C(F)(F)F)n2)cc1,-3,-3,1,-10,-1,-2,-1,-4,1
COc1cccc(C(O)CC(N)=O)c1 (stereo not given),-2,2,-1,-3,-3,1,-4,-2,2
Cc1nc[nH]c(=O)c1Br,0,0,-4,-9,-4,5,2,-3,2

# Only part of the results is shown; count on the stated rates, not on these rows.
